# Screening results as filed in PubChem.
# 15-hLO inh – inhibitors of human 15-lipoxygenase (ALOX15) | P16050 | purified 15hLO-1, xylenol orange hydroperoxide absorbance | Potency, µM (doses to about 57.1 µM), for the others: top-dose activity change, negative = inhibition, hits mostly inhibitors | 1.4% of 74,000 active | AID 887; also: potency is read from the fitted curve at half-maximal effect; % is scaled to controls: 0 for no effect and ±100 for the full control effect; nearly all actives have a fitted effect of over 55% in size
#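 Inhibition is scored from a chromogenic endpoint. After 15 min enzyme-compound contact, arachidonic acid (50 uM final) reacts 6 min with 40 nM 15hLO-1 at room temperature, then Fe-XO reagent is added for 30 min and absorbance ratio recorded.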
# TexasRed autofl – compounds fluorescent in Texas Red spectral region; Compound fluorescence, Texas Red channel, 547/618 nm; stronger effect = higher value; max dye-equivalent concentration, M; 0.06% of 59,000 active; AID 587; in the data active = max dye-equivalent concentration above about 10 nM; inconclusive = between about 1.1 nM and that limit
#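 Compound titrations in 100 mM Tris pH 8.0 were incubated 15 min at room temperature and read at 547 nm excitation / 618 nm emission. Texas Red six-point standard curve on each plate converted fluorescence to dye-equivalent concentration.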
# CRE Fsk mod – modulators of forskolin-stimulated CRE signaling in CHO cells; 2.5% of 71,000 active; Potency, µM (series often up to 38.2 µM), inactives show top-dose activity change, negative = inhibition, usual class: activators; AID 662; CHO CRE-bla reporter (cAMP response element driving beta-lactamase), forskolin EC10, beta-lactamase ratio; active = well fitted activation curve with a large enough effect in the signal ratio, with a control signal flat, not every such curve was filed as active; inconclusive = small, poorly fitted or top-dose-only effect, or effect the other way, or a change in a side signal; the % refers to the signal ratio; also: potency is read from the fitted curve at half-maximal effect; % of control where 0% means no effect
#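 Beta-lactamase reporter under a cAMP responsive element in CHO cells; compounds tested in titration series against EC10 NKH 477, 3 h at 37 °C. Read-out: CCF4 FRET ratio 460nm/530nm (excitation 405nm) giving %Activity, fitted to AC50.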
# HADH2 inh – blocks human hydroxyacyl-CoA dehydrogenase type II; 3.4% of 73,000 active; recombinant HADH2, NADH fluorescence, beta-hydroxybutyryl-CoA; Q99714; Potency, µM (top dose mostly 57.1 µM), without a hit: at the top dose activity change, negative = inhibition, usual class: inhibitors; AID 886; also: potency is read from the fitted curve at half-maximal effect; % is scaled to controls: 0 for no effect and ±100 for the full control effect; nearly all actives have a fitted effect of over 60% in size; many of its hits are not listed in these tables
# Target sequence (Q99714 whole entry, looked up, one chain of several): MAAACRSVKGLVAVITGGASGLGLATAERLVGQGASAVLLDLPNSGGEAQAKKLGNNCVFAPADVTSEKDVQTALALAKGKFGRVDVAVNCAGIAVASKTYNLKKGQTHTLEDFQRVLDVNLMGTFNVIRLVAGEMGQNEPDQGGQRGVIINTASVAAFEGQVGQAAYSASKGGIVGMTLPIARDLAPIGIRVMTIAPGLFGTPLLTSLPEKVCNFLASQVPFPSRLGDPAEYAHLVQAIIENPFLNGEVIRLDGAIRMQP
#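 Buffer 100 mM Tris-HCl pH 9.0/0.01% Tween-20; HADH2 20 nM; NAD+ 1 mM; beta-hydroxybutyryl-CoA 90 uM (all final). 15 min cpd preincubation, RT.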
# ERK AVP block – vasopressin-driven ERK pathway inhibition; HEK293-V1b, vasopressin-stimulated pERK AlphaScreen; Potency, µM (titrated, usually from 57.5 µM), for the others: at the highest dose activity, negative = inhibition, actives largely listed as inhibitors; 0.99% of 72,000 active; also: potency is read from the fitted curve at half-maximal effect; % is scaled to controls: 0 for no effect and ±100 for the full control effect; nearly all actives have a fitted effect of over 55% in size
#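 HEK293 cells stably expressing V1b receptor, seeded overnight in 1% FBS, were treated with compounds for 30 min at 37C, then stimulated 5 min with 25 nM vasopressin; phospho-ERK read by AlphaScreen SureFire after lysis.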
# DNA Pol III inh – inhibitors of bacterial DNA polymerase III holoenzyme | reconstituted DNA polymerase III holoenzyme replication, biochemical | Potency, µM (series often up to 57.1 µM), inactives show at the top dose activity change, negative = inhibition | 0.25% of 71,000 active; also: potency is read from the fitted curve at half-maximal effect; % is scaled to controls: 0 for no effect and ±100 for the full control effect
#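 Reconstituted *E. coli* holoenzyme (0.35 nM Pol III, 1 nM beta, 154 nM SSB, 2 nM primase) was preincubated with compound for 15 min at RT. Synthesis on 1.4 nM ssM13Gori ran 35 min, then was stopped with PicoGreen/EDTA and read as dsDNA fluorescence.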
# Hsp90 Hop PPI – changes Hsp90-Hop TPR2A binding signal, up or down; AlphaScreen TPR2A-His6 binding biotin-Hsp90 C-terminal peptide; Potency, µM (top dose mostly 57 µM), inactives show at the highest dose activity change, negative = inhibition; 0.44% of 71,000 active; AID 595; active = well fitted curve in either direction with a large enough effect; inconclusive = small, poorly fitted or top-dose-only effect, or another doubt; also: potency is read from the fitted curve at half-maximal effect; % is scaled to controls: 0 for no effect and ±100 for the full control effect; many of its hits are not listed in these tables
# FLuc inh – inhibitors of firefly luciferase; purified firefly luciferase, luminescence, 8 min; 2.2% of 72,000 active; AID 411; Potency, µM (top dose mostly 57.1 µM), for inactives: top-dose activity change, negative = inhibition, hits mostly inhibitors; P08659; also: potency is read from the fitted curve at half-maximal effect; % is scaled to controls: 0 for no effect and ±100 for the full control effect; nearly all actives have a fitted effect of over 40% in size
#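 Titration-based qHTS; buffer 50 mM imidazole pH 7.2, 50 mM KCl, 7 mM MgCl2, 10 uM ATP, 0.01% Tween 20, 0.05% BSA; luciferase/luciferin detector mix added after compound; 8 min, ambient; luminescence.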
# HBB splice mod – modulators of hemoglobin beta chain splicing; AID 925; Potency, µM (highest dose often 46.1 µM), for the others: at the highest dose activation, hits mostly activators; 0.06% of 65,000 active; HBB splicing reporter cell assay, activation; EGFP reporter with mutant IVS2-654 intron; response scale: normalised to 500 nM splice-correcting PNA; also: potency is read from the fitted curve at half-maximal effect; 0% is about no effect
#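 HeLa cells stably expressing EGFP interrupted by mutant beta-globin intron 2 (IVS2-654), 500/well in 2% FCS. Treated with compound for 2 days at 37C. Splicing correction scored as total well GFP intensity (488 nm excitation, 500-520 nm emission); 500 nM antisense PNA served as control.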
# Rhodamine fluor – compound fluoresces in the rhodamine spectral region; Rhodamine-region fluorescence, 547/598 nm, Tris buffer; stronger effect = higher value; max dye-equivalent concentration, M; 0.05% of 59,000 active; AID 594; in the data active = max dye-equivalent concentration above about 11 nM; inconclusive = between about 1.1 nM and that limit
#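 Intrinsic compound fluorescence, ex 547 / em 598 nm, CCD imager. Tris 100 mM pH 8.0; 15 min RT. Output = rhodamine dye-equivalent concentration at each compound concentration.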
# Tau fil binding – tau filament binding. P10636. recombinant tau filaments, thioflavin S fluorescence, 15 h; filaments grown with octadecylsulfate alongside compound. Potency, µM (series often up to 57.1 µM), without a hit: at the top dose activity change, negative = inhibition. 2% of 71,000 active. AID 596;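 also: potency is read from the fitted curve at half-maximal effect; % is scaled to controls: 0 for no effect and ±100 for the full control effect; actives lower thioflavin S fluorescence by blocking filaments or displacing dye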
# Target sequence (P10636 whole entry, looked up): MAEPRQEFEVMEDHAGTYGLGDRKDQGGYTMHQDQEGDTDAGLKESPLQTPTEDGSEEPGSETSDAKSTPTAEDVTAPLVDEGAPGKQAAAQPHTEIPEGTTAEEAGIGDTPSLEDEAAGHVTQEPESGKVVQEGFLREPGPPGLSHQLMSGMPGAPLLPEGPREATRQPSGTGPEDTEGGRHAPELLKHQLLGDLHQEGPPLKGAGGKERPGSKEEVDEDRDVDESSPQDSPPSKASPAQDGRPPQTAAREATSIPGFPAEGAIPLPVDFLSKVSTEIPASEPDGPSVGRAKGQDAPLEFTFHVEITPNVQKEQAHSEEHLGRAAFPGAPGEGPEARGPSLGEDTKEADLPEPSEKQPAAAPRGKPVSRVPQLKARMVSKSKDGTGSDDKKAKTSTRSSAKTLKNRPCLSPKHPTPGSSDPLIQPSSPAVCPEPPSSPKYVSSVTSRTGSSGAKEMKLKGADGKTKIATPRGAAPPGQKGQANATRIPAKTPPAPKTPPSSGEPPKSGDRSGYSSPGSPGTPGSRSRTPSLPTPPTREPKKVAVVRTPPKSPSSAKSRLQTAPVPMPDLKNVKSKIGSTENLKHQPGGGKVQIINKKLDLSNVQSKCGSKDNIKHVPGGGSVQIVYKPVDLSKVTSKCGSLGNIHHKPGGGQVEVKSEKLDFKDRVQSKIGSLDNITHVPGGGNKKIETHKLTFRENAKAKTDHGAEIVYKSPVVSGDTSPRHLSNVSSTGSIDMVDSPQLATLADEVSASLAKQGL
#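 Quantitative HTS: thioflavine S signal from ODS-induced tau filaments, excited at 450 nm, emission 510 nm. Conditions: 1 uM tau, 30 uM ODS, 15 h at 37 C, pH 7.4.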
# Starred values were filed as active, the others as inactive; i = inactive; u = inconclusive; x = no result given; & = joins results of further samples; [ ] = another dose, or the depositor's remark. Unless noted, calls follow the shape of the dose curve; as a rule, active = well fitted curve in the direction sought with a large enough effect; inconclusive = small, poorly fitted or top-dose-only effect, or another doubt; inactive = no such curve, though single readings can be large; an effect the other way counts as inactive or inconclusive. Some of the compounds tested. The share of hits here may be higher or lower than overall.
SMILES,15-hLO inh,TexasRed autofl,CRE Fsk mod,HADH2 inh,ERK AVP block,DNA Pol III inh,Hsp90 Hop PPI,FLuc inh,HBB splice mod,Rhodamine fluor,Tau fil binding
O=c1[nH]n(-c2ccccc2)c(=O)c2ccccc12,11%,x,-5%,-2%,3%,2%,-4%,-1%,0.1%,x,-5%
COc1ccc(OC)c(CN2CCN(c3ccccc3OC)CC2)c1,-7%[11.4 µM],x,u,-9%[11.4 µM],-25%,-3%[11.4 µM],-7%[11 µM],0%,-4.0%[0.0738 µM],x,2%[11.4 µM]
Cc1ccccc1-c1nccc(NCCN2CCOCC2)n1,-27%,i,-2%,u,8%,1%,-6%,1%[2.29 µM],-0.3%,i,-7%
CC(C)(C)NC(=O)[C@@H]1CC[C@@H]2[C@@H]3CC[C@@H]4NC(=O)C=C[C@@]4(C)[C@H]3CC[C@]21C,10%[25.6 µM],i,10%[17.1 µM],-1%[25.6 µM],-19%[25.7 µM],-2%[25.6 µM],3%[26 µM],4%[25.5 µM],-0.5%[20.6 µM],i,-12%[25.6 µM]
COc1ccc(-c2cc(C(F)(F)F)n3nc(C(=O)O)nc3n2)cc1,-4%,i,3%,-15%,-4%,0%,-2%,6%,0.1%[57.5 µM],i,3%
CC(C)c1cc(C(=O)NC2CCCCC2)no1,6%,i,u,13%,7%,3%,1%,-11%,-0.8%,i,-5%
CCN1CCN(Cc2nc3c(c(=O)n(C)c(=O)n3C)n2CCCc2ccccc2)CC1,13%,i,-8%,17%,6%,-6%,-1%,1%,x,i,-10%
CC1(C)Cc2c(C#N)c(N)sc(=S)c2CS1,u,i,-4%,u,-4%,0%,-11%,-2%,x,i,159%
Nc1ncnc2nc(SCC(=O)N3CCN(c4ccccc4)CC3)[nH]c12,1%,u,-6%,1%,-17%,-6%,-7%,1%,-0.3%,i,1%
COc1ccc(Cc2nnc(SCc3nc4ccccc4c(=O)[nH]3)n2C)cc1,-7%,u,-5%,-8%,u,-4%,-4%,-1%,-0.1%,i,-2%
CC(=O)NC(C)(C)C1CC=C(C)/C(=N\O)C1 (stereo not given),15%,x,-6%,-1%,34%[activator],-1%,-2%,1%,0.1%[9.22 µM],x,1%
Cc1ccc(C)c(N)c1,5%,x,-12%,1%,18%,-8%,2%,x,1.6%,x,5%
Cc1cc(C)c(O)c(-c2cc(C(=O)Nc3ccc(S(=O)(=O)N4CCOCC4)cc3)[nH]n2)c1,-28%,i,u,-2%,u,-10%,-11%,0%,-1.4%[0.369 µM],i,179%
C[C@@](N)(/C=C\c1ccccc1)C(=O)O,8%[11.4 µM],i,2%[7.6 µM],-3%[11.4 µM],-10%[11.5 µM],-6%[11.4 µM],3%[11 µM],1%[11.4 µM],-0.2%[9.22 µM],i,2%[11.4 µM]
O=C(CC1Nc2ccccc2NC1=O)NCC1COc2ccccc2O1 (stereo not given),u,i,u,2%,16%,-5%,3%,1%,0.5%,i,8%
COC(=O)c1c(NC(=O)CN2CCC(C(N)=O)CC2)c2c(C)cccc2n1C,-1%,u,-3%,-12%,0%,6%,-2%,4%,-4.0%[0.369 µM],i,-12%
CC(N)=NCc1cccc(CN)c1,-5%[25.6 µM],i,-14%&1%,-2%&-7%,-3%&-1%,-10%&-4%,-3%&-8%,4%&-1%,2.5%,i,u
CC(=O)Nc1ccc(S(=O)(=O)NCc2csc(-c3cccnc3)n2)cc1,2%,i,-5%,1%,-15%,3%,-4%,-1%,0.2%,i,3%
O=C(c1ccco1)N1CCC2(CC1)CN(C(c1ccccc1)c1ccccc1)C2,-13%,i,-12%,-8%,-22%,-1%,-4%,-1%[11.4 µM],0.3%,i,5%
CN(C)c1ccc(C2C=C(c3ccc(Cl)cc3OC(F)F)Nc3ncnn32)cc1 (stereo not given),u,i,u,3%,25%,3%,-1%,-6%,u,i,388%
Cc1nnc(SCC(=O)N2CCC(C(=O)Nc3nccs3)CC2)n1Cc1ccccc1,-1%,u,-9%,3%,20%,-4%,-3%,2%,-0.2%[57.5 µM],i,-4%
Nc1nnnn1/N=C/c1ccccc1OCc1ccc(Cl)cc1Cl,-3%,i,u,-4%,20%,-11%,-4%,0%,3.6%,i,75%
c1ccc(N2CCN(c3ncnc4c3oc3ccccc34)CC2)cc1,7%,x,u,6%,32µM*,-3%,2%,4%,-1.8%,x,119%
Cn1c(=O)oc2cc(S(=O)(=O)N3CCC(C(=O)NCc4cccs4)CC3)ccc21,-5%,x,-2%,6%,2%,-3%,-5%[2.3 µM],3%,-0.3%,x,4%
Cc1ccc(C)c2[nH]c(=O)c(C(c3nnnn3Cc3ccco3)N3CCc4ccccc4C3)cc12 (stereo not given),u,i,-27%,-4%,18%,-15%,u,-8%,1.5%[57.5 µM],i,69%
O=C(COC(=O)c1ccc(Br)o1)NCCCc1ccccc1,10%,i,-8%,-5%,-5%,-5%,-1%,3%,-2.7%,i,-7%
O=C(C1CCN(S(=O)(=O)c2cccc3cccnc23)CC1)N1CCN(C2CCCC2)CC1,10%,x,-5%,2%,-12%,-4%,-3%,3%,0.2%,x,-9%
Brc1ccc(-c2cnc(-c3cccs3)o2)cc1,-17%,i,u,-25%,1%,4%,u,u,x,i,37%
Cc1ccc2c(c1)cc(CN(Cc1ccco1)C(=O)COc1ccccc1)c1nnnn12,-30%,i,3%,-1%,29%,-6%,u,4%,x,i,11%
CCC(C)Nc1nc(OCC(F)(F)F)nc(OCC(F)(F)F)n1 (stereo not given),-5%,i,7%,3%,2%,-6%,2%,2%,1.1%,i,3%
COc1ccc(-c2cc(C(=O)Nc3ccc(C)cc3)no2)cc1,6%,i,u,-2%,11%,2%,1%,5%,-1.7%,i,-2%
CCCn1cc(SCC(=O)NCc2ccco2)c2ccccc21,1%,i,-13%,-15%,-6%,-7%,-8%,0%,0.1%[0.369 µM],i,-7%
CCN(C(=O)CSc1ccc2c(c1)OCCO2)C1CCS(=O)(=O)C1 (stereo not given),-4%,u,-5%,u,18%,-1%,-1%,0%,-0.6%[57.5 µM],i,8%
CC(C)(C)OC(=O)N[C@H](Cc1ccccc1)C(=O)N1CCC(C(=O)O)CC1,1%,i,u,12%,-2%,8%,1%,1%,0.4%[57.5 µM],i,-6%
CC1(C)Cc2cccc(OCC(O)CN3CCN(c4ccccn4)CC3)c2O1 (stereo not given),4%,i,-5%,4%,-3%,-2%,-9%,0%,0.0%[57.5 µM],i,4%
O=C(Cn1c(=O)oc2ccccc21)c1ccccc1,15%,i,u,4%,0%,-3%,-3%,-2%,0.9%,i,-11%
CN(C)/C=C1/C(=O)Nc2ccccc21,-5%[11.4 µM],x,u,-8%[11.4 µM],16%,0%[11.4 µM],-3%[11 µM],0%,-2.1%[0.0738 µM],x,10%[11.4 µM]
COc1ccc(CN2CCN(C)CC2)cc1OCc1ccccc1,-10%,i,-1%,2%,-8%,1%,-5%,1%,0.0%,i,6%
c1ccc(CC2CCN(Cc3nc(-c4ccccc4)no3)CC2)cc1,-7%,i,-14%,7%,38%[activator],-3%,18%,1%,-0.1%,i,-18%
Cc1nc2[nH]c(=O)c3c(n2n1)NC1=C(C(=O)CC(C)(C)C1)C3c1ccc(F)cc1 (stereo not given),14%,u,u,7%,13%,2%,0%,1%,1.3%,i,67%
O=C(Cc1cccs1)Nn1c(Cc2cccs2)nc2ccccc2c1=O,3%,i,-25%,-5%,0%,-3%,-2%,2%,-2.0%,i,-9%
C=CCn1c(NCCc2ccccc2)nc2c1c(=O)n(C)c(=O)n2C,4%,i,u,-1%,u,-1%,-3%,2%,0.4%[0.369 µM],i,-12%
CN(C)CCNC(=O)c1coc(=O)c(Br)c1,3%,i,4%,32µM*,-7%,-6%,-7%,2%,0.2%[0.369 µM],i,1%
CC(C)NC[C@@H](O)COc1ccc(COCCOC(C)C)cc1,-5%&14%[25.6 µM],i,-19%,4%,-3%,3%,-3%,4%,2.4%[20.6 µM],i,u
CCC(=O)Nc1nonc1-c1nc2ccccc2n1CC(C)C,-5%,i,0%,-16%,5%,-4%,-1%,2%,0.0%,i,40%
CCCn1c(=NC(C)=O)c(C(=O)OCC)cc2c(=O)n3ccccc3nc21,-7%,i,10µM*,32µM*,u,-11%,-2%,-3%,-0.1%,i,-26%
